Screening data: PubChem, several laboratories
TROY signal inh: blocks TROY-dependent signaling in reporter cells. Q293 LMP1-TROYcd NF-kB luciferase reporter, 4 h. inhibition, % at 10 µM. hit rate 0.98% among 360,000;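 active means compounds whose plate-normalised and pattern-corrected inhibition of the luciferase reporter signal at the single screening dose is 50% or more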
NCOA1 inh: inhibits human SRC1 coactivator; inhibition, % at 3.6 µM; hit rate 0.12% among 360,000; HEK293 GAL4-SRC1 luciferase reporter, luminescence; Q15788;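 active means inhibition above the campaign mean plus 3 SD, with each screening campaign given its own cutoff, cut at about 60% in these data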;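 further: 0% = DMSO treated cells and 100% = gossypol at 36 µM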
EBV LMP1 NFkB: reduces LMP1-driven NF-kappaB luciferase signal. LMP1-induced NF-kappaB luciferase reporter cells, luminescence. inhibition, % at 12.5 µM. hit rate 0.69% among 350,000. AID 504558; in the data active means inhibition above about 41%;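 further: 0% = neutral control wells and 100% = reference inhibitor control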
CF NFkB block: cystic fibrosis NF-kB activation inhibition; KKLEB NF-kB-GFP reporter, PAF-induced, GFP fluorescence overnight; hit rate 0.86% among 360,000; inhibition, % at 5 µM; AID 588850;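 active means at least 50% inhibition at 5 µM, scaled per plate between neutral and stimulator controls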;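 further: PAF is a Pseudomonas aeruginosa culture filtrate used as stimulus; plate controls were PAF-stimulated DMSO wells for no effect and unstimulated DMSO wells for full effect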
TWEAK Fn14 block: blocks TWEAK-Fn14 interaction in a reporter cell assay; TWEAK-stimulated Fn14 reporter cells, luciferase luminescence, 8 h; inhibition, % at 10 µM; hit rate 2% among 360,000; in the data active means inhibition above about 50%
NCOA3 inh: inhibitors of human steroid receptor coactivator 3 (SRC3); AID 588352; inhibition, % at 3.6 µM; hit rate 0.17% among 360,000; Q9Y6Q9; HEK293 GAL4-SRC3 luciferase reporter, luminescence;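 active means inhibition above a per-campaign cutoff, the mean of all compounds plus 3 SD, cut at about 60% in these data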;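 further: 0% = DMSO-treated cells and 100% = gossypol-treated cells at 36 µM; higher means less SRC3-driven luciferase light from the GAL4 reporter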
SRC2 inh: human SRC2 (NCOA2) inhibition. inhibition, % at 9 µM. Q15596. hit rate 0.17% among 370,000. HEK293 GAL4-SRC2 luciferase reporter, luminescence;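 active means inhibition above the mean inhibition of all tested compounds plus 3 SD, set per campaign, cut at about 52% in these data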;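 further: 0% = DMSO treated cells and 100% = cells given Gossypol at 36 µM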
KKLEB cytotox: CF airway cell cytotoxicity counter-screen; KKLEB CF airway cells viability, ATPlite luminescence, overnight; active compounds read low; cells stimulated with P. aeruginosa culture filtrate; activity change (cytotoxicity), % at 5 µM; hit rate 0.36% among 360,000;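 active means corrected activity change at or below -50% at 5 µM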
TRAIL sens C8: sensitizes caspase-8 expressing cells to TRAIL; inhibition (viability loss, TRAIL sensitization), % at 10 µM; hit rate 1% among 360,000; NB7+C8 cells + TRAIL, ATPlite viability luminescence;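 active means compounds causing at least 50% loss of cell viability in the single-dose screen, relative to plate controls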
LRH-1 inv ag: suppresses constitutive activity of human LRH-1 | O00482 | HEK293T StAR-luciferase reporter, LRH-1 transfected, 24 h | inhibition, % at 3.6 µM | hit rate 0.13% among 360,000 | AID 602396;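 active means inhibition above the mean inhibition of all tested compounds plus 3 SD, cut at about 73% in these data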;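 further: 0% = DMSO wells and 100% = reporter-only cells lacking LRH-1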
Target sequence (O00482 whole entry, looked up): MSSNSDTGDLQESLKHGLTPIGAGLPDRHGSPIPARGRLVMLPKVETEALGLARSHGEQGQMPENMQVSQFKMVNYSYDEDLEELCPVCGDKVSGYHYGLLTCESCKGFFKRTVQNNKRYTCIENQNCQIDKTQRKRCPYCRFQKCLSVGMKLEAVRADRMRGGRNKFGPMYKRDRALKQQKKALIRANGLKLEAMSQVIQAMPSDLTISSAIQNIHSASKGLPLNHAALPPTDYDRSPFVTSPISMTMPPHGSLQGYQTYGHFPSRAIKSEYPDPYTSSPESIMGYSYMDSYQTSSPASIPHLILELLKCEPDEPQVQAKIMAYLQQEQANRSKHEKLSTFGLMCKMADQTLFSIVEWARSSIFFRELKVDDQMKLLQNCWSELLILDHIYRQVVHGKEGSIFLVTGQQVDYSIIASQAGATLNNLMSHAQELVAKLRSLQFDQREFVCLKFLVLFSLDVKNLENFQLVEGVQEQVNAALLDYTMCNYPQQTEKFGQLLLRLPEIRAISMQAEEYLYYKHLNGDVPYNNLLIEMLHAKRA
NR2F2 inh: blocks human COUP-TFII nuclear receptor; P24468; HEK293T NGFI-A luciferase reporter, luminescence; inhibition, % at 8.6 µM; hit rate 0.7% among 370,000;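 active means inhibition above a per-plate cutoff, mean inhibition of test wells between control levels plus 3 SD, cut at about 38% in these data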;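 further: cells cotransfected with COUP-TFII expression vector driving the NGFI-A reporter; 0% = median of COUP-TF2 test wells and 100% = reporter-only cells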
Target sequence (P24468 whole entry, looked up): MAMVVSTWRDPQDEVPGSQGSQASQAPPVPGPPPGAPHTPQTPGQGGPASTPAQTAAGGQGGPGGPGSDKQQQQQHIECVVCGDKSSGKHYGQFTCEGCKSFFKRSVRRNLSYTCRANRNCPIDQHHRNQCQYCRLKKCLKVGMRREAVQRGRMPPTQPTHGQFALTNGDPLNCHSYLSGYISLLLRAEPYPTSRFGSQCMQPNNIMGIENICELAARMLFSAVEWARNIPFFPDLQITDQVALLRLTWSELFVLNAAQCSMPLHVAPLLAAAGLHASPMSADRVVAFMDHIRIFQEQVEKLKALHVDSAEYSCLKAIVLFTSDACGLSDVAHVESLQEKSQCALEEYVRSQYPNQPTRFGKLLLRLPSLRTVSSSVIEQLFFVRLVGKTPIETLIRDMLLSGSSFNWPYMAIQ
* marks the source's active call; other numbers are inactive results; · = not tested or not shown. This is a random part of the collection; about 4.2% have a hit in one of these screens.

SMILES	TROY signal inh	NCOA1 inh	EBV LMP1 NFkB	CF NFkB block	TWEAK Fn14 block	NCOA3 inh	SRC2 inh	KKLEB cytotox	TRAIL sens C8	LRH-1 inv ag	NR2F2 inh
COc1ccc(S(=O)(=O)N2CCN(C(=O)NCc3ccc(OC)c(OC)c3)CC2)cc1	-3	11	-4	4	40	8	-5	0	-13	-10	2
COC(=O)c1c(C)[nH]c(C(=O)/C=C/c2ccccc2Cl)c1C	-19	-45	-26	-11	90*	-19	-7	14	-7	-66	-29
CCN(CC)CC(O)Cn1c2ccccc2c2ccccc21 (stereo unspecified)	-13	2	-4	6	-2	-4	10	3	5	4	-12
CC1CCN(C(=O)CSc2ccc(-c3ccc(F)cc3)nn2)CC1	5	-6	7	5	3	-5	1	12	20	-10	10
COc1ccc(C2CC(=O)OC3=C2C(=O)CC(C)(C)C3)c(OC)c1 (stereo unspecified)	0	-28	4	15	8	-24	-25	0	-4	-9	2
O=C(Cn1cc([N+](=O)[O-])ccc1=O)N1CCc2ccccc21	-4	3	0	-17	-16	1	-8	3	-8	22	-12
COc1ccccc1-c1noc2c1C(=O)NCC2	4	-25	-6	-5	10	8	-12	-3	-5	5	-9
CCCCc1cc(=O)oc2c(CN3CCN(C)CC3)c(O)ccc12	6	3	6	6	-23	-19	-6	-5	0	18	10
CC(=O)Nc1ccc(S(=O)(=O)NC(CC(=O)O)c2ccc(OC(C)C)cc2)cc1 (stereo unspecified)	9	-9	0	0	-6	6	-4	2	5	-7	7
COc1ccc(-n2nc(C(=O)NCC(=O)Nc3cc(OC)c(OC)c(OC)c3)c3ccccc3c2=O)cc1OC	4	28	9	83*	1	13	-38	-26	24	23	-16
Cc1ccc(CN(C(=O)c2csnn2)C(C(=O)NC2CCCC2)c2ccc(C)o2)cc1 (stereo unspecified)	8	5	-5	-10	7	2	-10	9	-24	-10	9
CCCCC(=O)NC(=S)Nc1cc([N+](=O)[O-])ccc1OC	13	13	-22	13	7	4	-6	5	-9	-13	4
CCOc1ccc(N=Cc2c(O)cc(C)oc2=O)cc1	-44	2	-3	14	-9	17	-18	6	-27	9	3
COc1ccc(Nc2nc(N)nc(CSCCO)n2)cc1	-27	-44	-21	5	-7	-38	-34	-10	0	-27	-15
CC(NC(=O)c1ccc(C(C)(C)C)cc1)C(c1cccs1)N1CCOCC1 (stereo unspecified)	11	-8	-1	6	-4	16	12	7	2	-3	2
CCOc1ccc(/C=C2\CCCc3c2nc2ccccc2c3C(=O)O)cc1OC	14	-19	0	-6	12	-9	·	-2	1	8	·
COc1ccc(OC)c(C(=O)Nc2ccc3[nH]ccc3c2)c1	-53	-113	-27	2	-42	-109	-56	-14	47	-168	-18
COc1ccc(Cl)cc1-c1noc([C@@H]2O[C@H](CO)[C@@H](O)[C@H]2O)n1	-25	-8	·	-4	20	-6	19	25	-1	3	15
CSCC(=O)N1CCC(CCC(=O)NC2CC2)CC1	-13	-8	-4	-7	-9	-8	-2	0	-15	-16	-12
COc1cc(C(C)=O)ccc1OCc1nnc(-c2ccccc2Br)o1	-36	-45	-14	3	-23	-54	-25	9	-9	-32	-26
CCn1c(SCC(=O)NCc2ccccc2)nc2c(c1=O)SC(C)C2 (stereo unspecified)	-13	-3	-14	3	6	-3	-4	-1	6	1	6
CN(C(=O)COC(=O)Cn1cnc2ccccc21)C1CCCCC1	2	13	6	-3	1	11	-15	11	-3	-8	2
COc1ccnc(CS(=O)c2nc3cc(C(O)(F)F)ccc3[nH]2)c1OC (stereo unspecified)	16	-1	3	-11	12	3	-31	7	-7	8	-3
Cc1ccc(NC(=O)CSc2nnc(-c3cnccn3)n2Cc2ccco2)cc1	-18	-2	-1	7	-25	-7	1	-1	-10	-10	15
CCSc1nnc(NC(=O)c2ccc3nc[nH]c3c2)s1	-22	-41	-14	4	-9	-53	-93	11	6	-73	-48
O=C(NCCn1cccn1)C1CCC(=O)N(CCc2cccc(F)c2)C1 (stereo unspecified)	-2	6	-2	44	-12	1	-21	-9	-11	13	10
C/C=C(/C)C(=O)OC1Cc2c(ccc3ccc(=O)oc23)OC1(C)C (stereo unspecified)	-4	0	-4	-11	95*	-5	2	2	-8	13	18
O=C(NC1CCCCC1)C(=S)NCc1ccccc1	-57	-63	-29	0	-24	-51	-33	4	6	-31	-40
COc1ccc([C@H]2N[C@]3(CCCN(Cc4cccn4C)C3=O)[C@H]3C(=O)N(Cc4ccccc4)C(=O)[C@@H]23)cc1	-5	3	21	0	11	10	-13	-3	2	12	-5
COc1cccc(OC)c1C(=O)OCC(=O)NCC1CCCCC1	-13	7	5	0	-16	-4	0	3	-10	-20	0
CCCc1cc(N2CCOCC2)n2nc(C)c(-c3ccccc3)c2n1	-15	1	-4	10	-27	-19	-2	-11	-7	-3	13
CCOC(=O)C1(CCc2ccccc2)CCN(C(=O)c2cnc(C)cn2)CC1	-26	-17	-8	-9	-23	-20	-16	-3	-5	-2	6
COC(=O)c1c(O)cc(C(C)(C)C)n(-c2ccccc2)c1=O	-6	-1	5	8	-9	15	2	-1	-1	-19	0
N#Cc1cc2c(nc1SCC(O)CS(=O)(=O)Cc1ccccc1)CCCC2 (stereo unspecified)	18	-13	-14	3	10	18	16	11	-1	23	1
CC(NC(=O)NC1CCCCC1)C(c1cccs1)N1CCOCC1 (stereo unspecified)	-1	-10	5	8	-3	2	12	4	-1	-18	-16
CNC(=S)Nc1ccc(Cc2ccncc2)cc1	-6	9	10	14	-29	-2	-1	-5	-13	9	-23
O=C(Cn1nnc(-c2cccs2)n1)NCc1cccs1	-25	9	-1	14	-15	12	15	-1	-5	-16	-3
NC(=O)N/N=C/CCc1ccccc1	5	0	-1	-2	7	22	-3	0	-2	12	-2
COc1ccc(-n2nnnc2-c2cnc(N3CCCC3)nc2C(F)(F)F)cc1	16	1	28	4	28	4	29	-10	12	13	20
COC(C(=O)Nc1ccc(C(N)=O)cc1)c1ccccc1 (stereo unspecified)	2	6	2	2	0	-8	-11	-12	2	-2	5
N#Cc1ccc2c(c1)nc1ccccn12	-3	-12	-9	-16	-33	-12	-13	12	-7	7	-10
CCn1cc(C2Nc3ccccc3C(=O)N2O)c(C)n1 (stereo unspecified)	-29	-59	47*	-11	-8	-41	-21	-4	31	-73	-34
Clc1ccc(SCCCCn2cncn2)cc1	10	-6	-5	-16	-19	-6	-37	4	-4	2	2
O=C(COC(=O)C1CC2C=CC1C2)NCc1ccc(F)cc1 (stereo unspecified)	-5	-6	-10	17	-1	26	-6	-7	-9	3	14
COc1ccc(CN2C(=O)c3oc4ccccc4c(=O)c3C2c2ccc(O)c(OC)c2)cc1 (stereo unspecified)	11	-11	5	-6	-9	3	-18	-1	-3	-4	0
CS(=O)(=O)c1ccc(Cl)c(NC(=O)CNC(=O)c2ccc3c(c2)OCO3)c1	5	1	2	10	-6	1	-12	-7	13	11	-21
C=CCN(Cc1cccc(OC)c1OC)S(=O)(=O)N(C)C	7	-4	-12	7	-9	6	5	0	4	15	5
CCO[C@@H]1OC(C(=O)O)=C[C@H](C)[C@H]1CCCO	-1	-21	7	-8	-14	-7	-8	13	1	-5	15
Cc1ccc2c(c1)N(CCC(=O)NCCCN1CCCC1)C(=O)C(C)O2 (stereo unspecified)	-2	-4	-2	-18	16	-1	-20	5	-8	18	-28
Cc1nnc(Sc2nc3c(c(=O)n(C)c(=O)n3C)n2Cc2ccc(Cl)cc2)s1	11	3	-5	2	2	15	10	-1	-5	0	-3

Copied from the results shown for reference:
SMILES	TROY signal inh	NCOA1 inh	EBV LMP1 NFkB	CF NFkB block	TWEAK Fn14 block	NCOA3 inh	SRC2 inh	KKLEB cytotox	TRAIL sens C8	LRH-1 inv ag	NR2F2 inh
Cc1ccc2c(c1)N(CCC(=O)NCCCN1CCCC1)C(=O)C(C)O2 (stereo unspecified)	-2	-4	-2	-18	16	-1	-20	5	-8	18	-28
Cc1nnc(Sc2nc3c(c(=O)n(C)c(=O)n3C)n2Cc2ccc(Cl)cc2)s1	11	3	-5	2	2	15	10	-1	-5	0	-3

Next entries.
SMILES	TROY signal inh	NCOA1 inh	EBV LMP1 NFkB	CF NFkB block	TWEAK Fn14 block	NCOA3 inh	SRC2 inh	KKLEB cytotox	TRAIL sens C8	LRH-1 inv ag	NR2F2 inh
CCOC(=O)CSc1ncc(-c2cccc(Cl)c2)cn1	-9	-17	-6	3	-4	6	20	2	-18	-8	18
CCN(CC)c1ccc(/C=N/NC(=O)CNC(=O)c2ccccn2)cc1	0	-18	-5	16	7	3	0	-47	-4	30	4
CCCCC(=O)N=c1sc2cc(S(C)(=O)=O)ccc2n1C	-30	-5	-2	26	-6	4	·	-8	5	-10	·
COc1ccc([N+](=O)[O-])cc1NC(=O)c1ccccc1N(C)S(C)(=O)=O	3	7	6	-6	-7	-34	-3	-4	13	-11	-9
O=C(OCC(=O)N1CCCCC1)c1cc(S(=O)(=O)N2CCOCC2)c(Cl)cc1Cl	-3	-1	5	4	-10	6	21	2	6	-11	-3
CCn1c(SCc2nc(-c3ccc(Cl)cc3)no2)nnc1-c1ccco1	10	1	-5	-6	13	20	20	1	30	11	17
COc1ccc(C(=O)NCCS(=O)(=O)N2CCC3(CC2)OCCO3)cc1	-1	-17	1	9	3	-19	-16	5	-15	-4	-11
O=C(NNC(=O)c1cccc2ccccc12)c1ccc(F)cc1	-20	-5	-10	-3	-21	-11	-9	-9	-2	-33	23
Cc1cccc(OCCCN2C(=O)C(=O)c3cc(C)ccc32)c1	-29	-5	0	13	1	3	-8	5	-4	-14	-8
COc1ccc(CN(Cc2ccc(C(=O)O)cc2)C(=S)Nc2cccc(C)c2)cc1OC	-25	0	6	17	1	18	14	2	-6	10	-8
NC(=O)CCCn1c(C(=O)c2ccc(Cl)cc2)c2ccc([N+](=O)[O-])cc2[n+]1[O-]	-15	-3	-5	-25	-27	-1	9	6	-7	26	-7
Cc1nnc(SCc2nnc(-c3cccs3)o2)n1C1CCCCC1	-29	7	-1	16	2	12	4	3	7	12	-6
CC(=O)Nc1ccc(/C=N/Nc2ccc(C(=O)c3c(C)cc4ccccn34)cc2[N+](=O)[O-])cc1	-2	-5	16	-9	-26	17	-12	1	28	-11	14
CCCCN=C(N)/C(C(=O)OCC)=C(\O)c1ccc(OC)cc1	-12	-13	10	-3	-15	15	5	-3	-13	13	7
CCN(C[C@H]1N[C@@](Cc2ccccc2)(C(=O)OC)[C@H]2C(=O)N(C)C(=O)[C@@H]12)C(=O)Nc1ccccc1	4	-1	-2	-10	12	15	7	-15	-20	26	5
CCS(=O)(=O)N1CCCC(C(=O)NCCCN(C)Cc2ccccc2)C1 (stereo unspecified)	-3	10	3	7	9	2	18	-2	-5	-9	3
Cn1c(=O)c(=O)n(C)c2cc(S(=O)(=O)N3CC(=O)N(CCc4ccccc4)C(=O)C3)ccc21	-2	-25	-10	7	-32	1	9	-7	-26	-3	6
O=C(O)CCC(=O)OCC1CCCCC1	6	0	1	-23	4	7	-9	1	-7	-8	-13
CC1CCCCC1NC(=O)Cn1cc([N+](=O)[O-])ccc1=O (stereo unspecified)	-6	0	-1	7	8	11	6	8	9	11	-14
CCOc1ccc(C(C)NC(=O)Nc2ccc(F)cc2F)cc1 (stereo unspecified)	-6	-18	4	23	4	11	-3	-5	-20	-6	14
